BAP1 inh = inhibitors of human BAP1 deubiquitinase. AID 436. activity remaining (% of control), % at 20 µM. Q92560. recombinant BAP1, Ub-AMC hydrolysis fluorescence kinetic; active compounds read low. hit rate 0.48% among 72,000;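 active means activity remaining at or below 50% of control, provided the compound also passes the data quality filters; inactive means the rest, including low values that fail the filters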;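 further: 100% = DMSO wells rate and 0% = substrate alone blank rate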
Target sequence (Q92560 whole entry, looked up): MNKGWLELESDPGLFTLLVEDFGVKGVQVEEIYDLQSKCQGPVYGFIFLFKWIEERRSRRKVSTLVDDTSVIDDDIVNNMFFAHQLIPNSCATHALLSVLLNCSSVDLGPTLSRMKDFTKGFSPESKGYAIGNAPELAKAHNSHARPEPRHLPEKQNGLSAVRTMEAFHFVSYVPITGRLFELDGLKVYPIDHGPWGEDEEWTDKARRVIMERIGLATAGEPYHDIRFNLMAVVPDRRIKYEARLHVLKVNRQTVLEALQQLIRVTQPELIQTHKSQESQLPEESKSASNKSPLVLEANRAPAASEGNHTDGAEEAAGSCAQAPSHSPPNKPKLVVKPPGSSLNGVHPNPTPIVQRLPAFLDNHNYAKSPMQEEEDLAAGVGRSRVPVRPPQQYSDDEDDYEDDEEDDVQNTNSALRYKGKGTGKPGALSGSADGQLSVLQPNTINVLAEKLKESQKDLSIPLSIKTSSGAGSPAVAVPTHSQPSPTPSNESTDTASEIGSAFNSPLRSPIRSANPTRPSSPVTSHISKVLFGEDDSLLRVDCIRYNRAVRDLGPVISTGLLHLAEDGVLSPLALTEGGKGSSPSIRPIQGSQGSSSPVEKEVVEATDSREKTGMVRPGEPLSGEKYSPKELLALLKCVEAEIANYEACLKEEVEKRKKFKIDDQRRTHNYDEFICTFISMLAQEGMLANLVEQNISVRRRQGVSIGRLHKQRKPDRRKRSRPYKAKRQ
HePTP inh = human HePTP phosphatase inhibition; hit rate 0.64% among 110,000; P35236; inhibition, % at 20 µM; recombinant HePTP phosphatase activity, OD absorbance; AID 521; in the data active means inhibition above about 50%;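 further: plate controls were vehicle for no effect and reference inhibitor for full effect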
Target sequence (P35236 whole entry, looked up): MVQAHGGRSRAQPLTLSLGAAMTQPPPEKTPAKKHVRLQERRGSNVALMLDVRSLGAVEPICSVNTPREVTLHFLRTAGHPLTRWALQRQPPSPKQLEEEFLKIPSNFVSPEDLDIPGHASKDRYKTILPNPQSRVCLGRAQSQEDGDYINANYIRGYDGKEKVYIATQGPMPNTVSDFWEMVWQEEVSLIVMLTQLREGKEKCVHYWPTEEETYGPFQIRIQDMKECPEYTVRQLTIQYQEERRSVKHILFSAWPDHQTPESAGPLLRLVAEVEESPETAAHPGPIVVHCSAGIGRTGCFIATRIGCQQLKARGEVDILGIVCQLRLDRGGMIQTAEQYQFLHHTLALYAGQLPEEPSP
An asterisk follows results filed as active; . = not tested or not shown; & = joins results of further samples.

Start of the data: the first 18 records, to show the layout:
SMILES	BAP1 inh	HePTP inh
Cc1ccccc1-n1c(N)cc(=O)[nH]c1=S	76	3
Cc1ccc(-c2nnn(CC(=O)N(CC(=O)NC(C)C)c3cnc4ccccc4c3)n2)o1	83	8
CC1CN(c2ccc([N+](=O)[O-])cc2)CCN1C(=O)c1ccc(F)cc1 (stereo not drawn)	.	9
CCN1/C(=C(\O)c2ccccc2)C(=O)c2ccccc2S1(=O)=O	129	4
O=C(Nc1cccc(-c2nc3ccccc3s2)c1)c1cc2ccccc2o1	.	-9
CC(C)NC(=O)C(=O)NCc1ccc2c(c1)OCO2	.	-14
Cc1cc(C)cc(NC(=O)N2CCC(NC(=O)c3ccc(F)cc3)CC2)c1	103	4
O=C(Cc1ccc(Cl)cc1)Nc1cccc([N+](=O)[O-])c1	.	12
CC(=O)COc1ccc2c3c(c(=O)oc2c1)CCC3	.	0
CC1CCN(S(=O)(=O)c2cccc(C(=O)NCc3cccs3)c2)CC1	95	10
CCCc1cc(=O)oc2cc(OCc3cccc(Cl)c3)ccc12	88	-10
O=C1c2ccccc2S(=O)(=O)N1CCOc1ccccc1	108	12
Cc1nc(SCc2nnc(-c3ccc(Cl)cc3)o2)c2c3c(sc2n1)CCC3	98	8
CC(C)(C)c1ccc(S(=O)(=O)/C=C/C#N)cc1	91	.
COc1ccc(OCC(=O)N2CCN(C(=O)Cc3ccccc3)CC2)cc1	100	-7
CC(C)(C)C(=O)C(Oc1cccc2nonc12)n1cncn1 (stereo not drawn)	96	0
COc1cc(/C=C2\C(=O)NC(=O)N(c3ccc(Cl)cc3)C2=O)cc(I)c1OC	.	-5
O=C1Nc2ccc(I)cc2/C1=C/c1cc(Br)c(O)c(Br)c1	49*	.

The list itself, from the start:
SMILES	BAP1 inh	HePTP inh
Cc1ccccc1-n1c(N)cc(=O)[nH]c1=S	76	3
Cc1ccc(-c2nnn(CC(=O)N(CC(=O)NC(C)C)c3cnc4ccccc4c3)n2)o1	83	8
CC1CN(c2ccc([N+](=O)[O-])cc2)CCN1C(=O)c1ccc(F)cc1 (stereo not drawn)	.	9
CCN1/C(=C(\O)c2ccccc2)C(=O)c2ccccc2S1(=O)=O	129	4
O=C(Nc1cccc(-c2nc3ccccc3s2)c1)c1cc2ccccc2o1	.	-9
CC(C)NC(=O)C(=O)NCc1ccc2c(c1)OCO2	.	-14
Cc1cc(C)cc(NC(=O)N2CCC(NC(=O)c3ccc(F)cc3)CC2)c1	103	4
O=C(Cc1ccc(Cl)cc1)Nc1cccc([N+](=O)[O-])c1	.	12
CC(=O)COc1ccc2c3c(c(=O)oc2c1)CCC3	.	0
CC1CCN(S(=O)(=O)c2cccc(C(=O)NCc3cccs3)c2)CC1	95	10
CCCc1cc(=O)oc2cc(OCc3cccc(Cl)c3)ccc12	88	-10
O=C1c2ccccc2S(=O)(=O)N1CCOc1ccccc1	108	12
Cc1nc(SCc2nnc(-c3ccc(Cl)cc3)o2)c2c3c(sc2n1)CCC3	98	8
CC(C)(C)c1ccc(S(=O)(=O)/C=C/C#N)cc1	91	.
COc1ccc(OCC(=O)N2CCN(C(=O)Cc3ccccc3)CC2)cc1	100	-7
CC(C)(C)C(=O)C(Oc1cccc2nonc12)n1cncn1 (stereo not drawn)	96	0
COc1cc(/C=C2\C(=O)NC(=O)N(c3ccc(Cl)cc3)C2=O)cc(I)c1OC	.	-5
O=C1Nc2ccc(I)cc2/C1=C/c1cc(Br)c(O)c(Br)c1	49*	.
CCCCNc1ncnc2c1cnn2-c1ccccc1	96	2&7
COc1cccc2c1OC1(C)CC2NC(=O)N1c1cccc(C(=O)Nc2ccc3c(c2)OCCO3)c1 (stereo not drawn)	68	11
O=C(NNc1nc(-c2ccccc2)c2cc(Cl)ccc2n1)c1ccc(Cl)cc1Cl	.	4
NS(=O)(=O)c1ccc(NC(=O)c2cncc(Br)c2)cc1	.	-2
CCn1c(CNC(=O)COc2c(C)cccc2C)nnc1SCC(=O)Nc1nccs1	85	5
COc1ccc(C(=O)O)cc1NC(=O)CC(=O)c1ccc([N+](=O)[O-])cc1	.	-16
COC(=O)C1=C(C)N(C)C(=O)NC1c1ccccc1 (stereo not drawn)	90&124	7
COc1cc(/C=C2/SC(=S)NC2=O)ccc1OC(=O)c1ccc(Cl)cc1	.	0
O=C(CN1CCN(CCN2C(=O)c3cccc4cccc(c34)C2=O)CC1)c1ccccc1	.	2
FC(F)(F)c1ccc(N2CCN(c3ncnc4c3nnn4Cc3ccccc3)CC2)nc1	103	4
CC(=O)NC(CCS(C)(=O)=O)C(=O)Nc1cc(C)on1 (stereo not drawn)	84	18
CCOc1ccc(C(=O)Nc2c3c(nn2-c2cccc(C)c2C)CS(=O)C3)cc1 (stereo not drawn)	97	8
CC(C)n1c(N2CCN(C(=O)c3cccs3)CC2)nc2ccccc21	92	0
Cc1ccc(C(=O)/C=C/c2ccccc2[N+](=O)[O-])cc1	.	6
COc1cc(C(=O)Nc2cc(-c3nc4cc(Cl)cc(Cl)c4o3)ccc2C)cc(OC)c1OC	.	-10
CCc1ccccc1OCCN(CC)CC	.	3
Cc1sc2nc3ccc(N4CCCCC4)nn3c(=O)c2c1C	83	12
O=C(Nc1cccnc1)c1cccc(Br)c1	.	3
CCOc1ccc(/C=C2\C(=O)NC(=O)N(c3ccc(CC)cc3)C2=O)cc1OC	.	8
O=C(c1cccc(Br)c1)N1N=C(c2ccccc2)CC1(O)C(F)(F)F (stereo not drawn)	.	-7
C/C(=C\C(=O)c1ccncc1)Nc1ccccc1O	79	10&-3
Cc1ccccc1NC(=O)C1C(c2cccs2)C(C#N)=C(SCC(=O)Nc2ccc(Br)cc2)NC1(C)O (stereo not drawn)	.	-3

In another format: results already given
Each structure is followed by: BAP1 inh	HePTP inh
- O=C(CN1CCN(CCN2C(=O)c3cccc4cccc(c34)C2=O)CC1)c1ccccc1
    .	2
- CCn1c(CNC(=O)COc2c(C)cccc2C)nnc1SCC(=O)Nc1nccs1
    85	5

Following part.
SMILES	BAP1 inh	HePTP inh
Cc1cccc(/C=N/N2CCN(c3ccccc3)CC2)c1	.	10
COc1ccc(C=C2C(=O)c3ccccc3C2=O)c(O)c1	.	2
O=C(/C=N/O)NCC1CCNCC1	80	13
O=C(NCc1ccccc1Cl)c1ccccc1I	.	0
Cc1nc2ccccc2n1C(=O)N(C)C	.	-20
CC1=C(C(=O)Nc2ccc(C)cc2)C(c2ccc(C)cc2)NC(=O)N1 (stereo not drawn)	.	-1
Cc1ccc(C(=O)NCC2CCCO2)cc1N1CCCC1=O (stereo not drawn)	91	6
Cc1cc(C)n(S(=O)(=O)c2ccc(I)cc2C)n1	.	-17
O=C(O)c1ccc(-n2c(=O)c3ccccc3c3ccccc3c2=O)cc1	.	2
CCCn1c(N2CCN(CC(=O)Nc3ccc4c(c3)OCCO4)CC2)nc2ccccc21	99	2
CCCCSc1nnc2c(n1)OC(/C=C/c1ccccc1)Nc1ccccc1-2 (stereo not drawn)	.	-5
CCOC(=O)c1c(NC(=O)CSc2n[nH]c(N)n2)sc(CC)c1C	99	6
Cn1c(SCC(=O)Nc2nc3c(s2)CCCC3)nnc1-c1ccccc1	.	7
CC(C)C1S/C(=N/N=C/c2ccc(O)cc2)NC1=O (stereo not drawn)	.	6
CN(C)/C=C1\N=C(C(c2ccccc2)c2ccccc2)OC1=O	.	0
CN1CCN(S(=O)(=O)c2ccc(Sc3nnc(-c4cccs4)n3-c3ccccc3)nc2)CC1	97	6
O=C1CS/C(=N\N=C\c2ccc([N+](=O)[O-])cc2)N1c1ccc(O)cc1	.	8
COc1ccc(N(CC(=O)Nc2ccc3ccccc3c2)S(=O)(=O)c2ccccc2)cc1Cl	.	-4
CCOC(=O)C1=C(C)N=c2s/c(=C\c3ccc(NC(C)=O)cc3)c(=O)n2C1c1ccc(OC)cc1 (stereo not drawn)	.	4
CC1OC(Nc2ccc(OC(F)(F)F)cc2)C(O)C(O)C1O (stereo not drawn)	98	11
COc1ccc(NC(=O)CSc2nc3ccc([N+](=O)[O-])cc3[nH]2)c(OC)c1	101	.
C/C(N)=C(/C#N)C(=O)COC(=O)CSc1ccccc1	110	4
O=C(O)CSC1CC(=O)N(c2ccc(Cl)c(Cl)c2)C1=O (stereo not drawn)	109	7
O=C(NCCOC(=O)c1ccc2c(c1)OCO2)c1cccnc1	.	1
CCN1C(=O)/C(=C/c2cccc(OC)c2OC)C(=O)NC1=S	.	-16
Cc1nc2ccccc2c2oc(C(=O)N3CCc4ccccc4C3)cc12	108	9
C/C(=C\C(=O)c1ccccc1)Nc1ccc(Br)c(Cl)c1	.	-13
Cc1cc(S(=O)(=O)NC2CCCCC2)ccc1OCC(=O)NCc1ccccn1	72	10
O=C(COc1ccccc1)N1N=C(c2ccc([N+](=O)[O-])cc2)CC1(O)C(F)(F)F (stereo not drawn)	.	-3
OC(CN1CCN(c2ccc(Cl)cc2)CC1)Cn1c2ccccc2c2ccccc21 (stereo not drawn)	71	.
CC(NC(=O)C12CC3(C)CC(C)(CC(C)(C3)C1)C2)C(=O)Nc1ccc(F)cc1F (stereo not drawn)	.	-14
O=S(=O)(NCCc1csc(-c2cccnc2)n1)c1ccc(Cl)s1	103	7
CC(C)CCOc1ccc(C2(C)NC(=O)N(CN3CCOCC3)C2=O)cc1 (stereo not drawn)	103	-8
CCOC(=O)C1=C(C)Nc2nnnn2C1c1ccc(OC)c(Br)c1 (stereo not drawn)	91	-1
CCOC(=O)c1ccc2nc(NC(=O)COC(=O)c3cc4ccccc4o3)sc2c1	.	6
CC(=O)CC(=O)Nc1ccc2c(c1)OCO2	.	0
CC1=C(C(=O)Nc2ccc(Cl)cc2)C(c2cccc(Br)c2)NC(=O)N1 (stereo not drawn)	.	4
COc1ccc2nc(SCC(=O)Nc3ccccc3C#N)[nH]c2c1	81	1
COc1ccc(S(=O)(=O)N2CCSC2c2ccc(N)cc2)cc1 (stereo not drawn)	96	3
CN(C)S(=O)(=O)c1ccc(N2CCN(S(=O)(=O)c3ccc(F)cc3)CC2)c(Cl)c1	51	1
CC(=O)c1ccc(N2C(=O)C3C(C2=O)C(C(=O)c2ccc(Cl)cc2)N2CCCC32)cc1 (stereo not drawn)	.	7
CC(C)(C)c1ccc(S(=O)(=O)n2c(CN3CCOCC3)nc3ccccc32)cc1	62	-2
CCCCN1CC(O)=C(c2nc3ccccc3s2)C1=N	100	13
O=C(O)CC1C(=O)NCCN1C/C=C/c1ccccc1 (stereo not drawn)	95	-1
COC(=O)c1c(NC(=O)CCCC(=O)O)sc(C)c1C	97	8
Cc1ccc(C2NC(=O)NC(O)(C(F)(F)F)C2C(=O)c2ccccc2)o1 (stereo not drawn)	101	.
O=C1C2C(c3ccc(Br)cc3)OC3(C(=O)c4ccccc4C3=O)C2C(=O)N1c1cccc([N+](=O)[O-])c1 (stereo not drawn)	.	5
COc1ccc(-n2cnc3ccccc3c2=O)cc1	53	.
Cc1cccc(-c2ccc(C=Nc3c(C)n(C)n(-c4ccccc4)c3=O)o2)c1	105	8
Cc1ccc2nc(-c3cccc(NC(=O)c4ccc5c(c4)OCCO5)c3)oc2c1	84	10
O=C(O)CCC(=O)N1N=C(c2ccc(Cl)cc2)CC1c1cccs1 (stereo not drawn)	170	.
Cc1cc(C)cc(NC(=O)C2CCN(c3nc(C)cc(C)n3)CC2)c1	103	3
O=C(Nc1ccc(NC(=O)c2cc([N+](=O)[O-])ccc2Cl)cc1)c1ccc(Br)cc1	.	2
Cc1ccc(CN2CCN(N=Cc3cccc([N+](=O)[O-])c3)CC2)c(C)c1	.	5
COC(=O)c1ccccc1NC(=O)C1CC(c2ccccc2O)=NO1 (stereo not drawn)	84	0
CC1=C(C(=O)OCCc2ccccc2)C(c2cccc([N+](=O)[O-])c2)NC(=O)N1 (stereo not drawn)	.	7
O=C(CCSc1ccccc1)Nc1ncccn1	83	6
COc1cccc(/C=C2/C(=O)NN(c3ccc(Br)cc3)C2=O)c1	.	-2
COc1cccc(C(c2sc3nc(C)nn3c2O)N2CCN(c3ccccc3F)CC2)c1 (stereo not drawn)	100	-1
CC1=C(C(=O)OCCCCl)C(c2ccccc2)NC(=O)N1 (stereo not drawn)	125	.
Continued:
SMILES	BAP1 inh	HePTP inh
COc1ccc(N2C(=O)CC(N3CCN(C4CCc5ccccc5C4)CC3)C2=O)cc1 (stereo not drawn)	119	-4
COc1ccc(OC)c(C2=C/C(=C\c3c(OC)ccc4ccccc34)C(=O)O2)c1	.	1
O=C(CCN1C(=O)/C(=C\c2cccs2)SC1=S)Nc1ccccc1C(=O)O	.	0
O=C1C=C(c2ccccc2)CC(c2cccs2)C1n1cnc([N+](=O)[O-])c1 (stereo not drawn)	.	4
Cc1ccc(NC(=O)N2CCOCC2)cc1	.	-1
COc1ccc(C/C(N)=N/OC(=O)COc2ccc(Br)c(C)c2)cc1	.	6
Cc1ccnc(Nc2nc(-c3cccnc3)cs2)c1	.	-7
N#Cc1c(NC(=O)/C=C/c2ccccc2)sc2c1CCCC2	.	-3
O=C(c1cccnc1)N1CCc2ccccc21	82	5
C=CCn1c(SCC(=O)NC2CCCCC2)nnc1C(C)NC(=O)c1cccs1 (stereo not drawn)	111	-3
Oc1ccc(N2CCN(C(c3cccs3)c3nnnn3CCc3ccccc3)CC2)cc1 (stereo not drawn)	87	0
CC(C)NC(=O)c1cnn2c(C(F)(F)F)cc(-c3ccc(F)cc3)nc12	.	-3
O=C(CSc1nc2ccc(Br)cc2c(=O)n1-c1ccccc1)NC1CCCC1	.	3
Cc1ccc(N2CN=c3s/c(=C\c4ccccn4)c(=O)n3C2)cc1	88	-9
CC(=O)Nc1ccc2nc(SCC(=O)O)sc2c1	103	2
Cc1ccc(OCC(=O)Nc2ccc3c(c2)OCO3)c(Br)c1	.	-14
Oc1[nH]c2ccccc2c1C1=NCCC1	.	5

Screening results (PubChem BioAssay)
